Assay outcomes from PubChem BioAssay.
mIAP inh = blocks mouse intestinal alkaline phosphatase; actives 0.2% (n = 330,000); purified mouse IAP, CDP-Star luminescence, 30 min; inhibition, % at 10 µM;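 active = inhibition of at least 40% at 10 µM in the primary screen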;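 also: plate controls were DMSO with enzyme for no effect and no enzyme wells for full effect; values of inactives mirror those of a sister screen read the other way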
MPTP inh = inhibitors of mitochondrial permeability transition pore | isolated mouse mitochondria, Ca2+ swelling absorbance, 30 min | actives 1.4% (n = 360,000) | inhibition, % at 10 µM;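 active = inhibition of 50% or more, scaled per plate between neutral and stimulator controls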;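 also: 0% = DMSO wells given calcium and 100% = 1 mM EGTA wells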
hIAP block = human IAP inhibition. inhibition, % at 10 µM. purified IAP, CDP-Star luminescence, 30 min. AID 2544. P09923. actives 0.12% (n = 330,000);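 active = inhibition reaching a set limit with compound at 10 µM in the primary screen, cut at about 35% in these data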;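 also: plate controls were DMSO wells with enzyme for no effect and no-enzyme buffer wells for full effect; values of inactives mirror those of a sister screen read the other way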
A3G deaminase = APOBEC3G (human) deaminase inhibition; Q9HC16; recombinant A3G, ssDNA deamination FAM/TAMRA fluorescence; inhibition, % at 20 µM; actives 0.28% (n = 330,000);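 active = inhibition of at least 40% at 20 µM, with no more than 30% in the related APOBEC3A deaminase screen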;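 also: plate controls were DMSO wells with A3G for no effect and wells lacking A3G enzyme for full effect; some compounds called inactive have numbers as strong as hits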
Target sequence (Q9HC16 whole entry, looked up): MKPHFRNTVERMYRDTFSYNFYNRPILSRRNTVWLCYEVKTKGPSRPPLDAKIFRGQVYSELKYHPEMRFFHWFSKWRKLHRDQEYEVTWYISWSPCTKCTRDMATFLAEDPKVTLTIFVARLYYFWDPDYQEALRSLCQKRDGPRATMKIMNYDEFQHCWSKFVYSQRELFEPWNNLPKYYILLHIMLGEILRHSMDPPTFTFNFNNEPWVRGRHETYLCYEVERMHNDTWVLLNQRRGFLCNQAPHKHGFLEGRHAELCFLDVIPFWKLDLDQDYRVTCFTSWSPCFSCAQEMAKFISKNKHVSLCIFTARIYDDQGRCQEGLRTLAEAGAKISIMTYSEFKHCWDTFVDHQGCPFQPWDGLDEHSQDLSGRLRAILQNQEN
mIAP activ = mouse IAP activation. muIAP, CDP-Star luminescence, 30 min; active compounds read high; 1 = vehicle-only enzyme signal, 0 = enzyme-free wells. activation factor at 10 µM. actives 0.24% (n = 330,000). AID 2805;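 active = activation factor of at least 2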; also: the source names both 10 and 20 µM as test concentration; values of inactives mirror those of a sister screen read the other way
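System: Mouse IAP enzyme | Also added: CDP-Star substrate | Dosing: Compounds dispensed in DMSO | Schedule: 30 min enzyme-substrate-compound incubation at room temperature | Technique: Chemiluminescence readout | Control set: DMSO-only wells and no-enzyme negative control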
GRIN3A LBD mod = modulates the human NR3A ligand-binding domain; NR3A LBD differential scanning fluorimetry, Tm shift; 0% = protein alone, 100% = glycine-bound protein; AID 1259313; Tm shift relative to glycine control, % at 25 µM; actives 2.5% (n = 340,000);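 active = melting temperature shift of at least 10% of the positive control shift, at one fixed dose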
hIAP activ = human IAP activation. P09923. purified human IAP, CDP-Star luminescence, 30 min; active compounds read high; 1 = vehicle-only enzyme, 0 = enzyme-free background. actives 0.16% (n = 330,000). activation factor at 10 µM. AID 2524;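 active = activation factor of the enzyme at least 2-fold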; also: the source names both 10 and 20 µM as test concentration; values of inactives mirror those of a sister screen read the other way
MIN6 prolif = inducers of beta-cell replication in MIN6 cells; proliferation, % at 10 µM; actives 0.29% (n = 330,000); MIN6 cells proliferation, ATPlite luminescence, 48 h; cells starved in 0.2% serum; 100% = growth in 10% serum;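 active = compounds whose signal lies at least 3.5 SD above the mean of all wells on their plate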;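 also: 0% = DMSO-treated cells in low-serum medium and 100% = 10% serum control; some compounds called inactive have numbers as strong as hits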
APOBEC3A inh = inhibitors of human APOBEC3A DNA deaminase; P31941; recombinant A3A, FAM/TAMRA ssDNA deamination fluorescence; inhibition, % at 20 µM; actives 0.41% (n = 330,000);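 active = at least 40% inhibition at 20 µM here, with at most 30% in a related deaminase screen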;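 also: plate controls were A3A with DMSO for no effect and wells lacking A3A enzyme for full effect; some results filed as inactive read as strong as hits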
Target sequence (P31941 whole entry, looked up): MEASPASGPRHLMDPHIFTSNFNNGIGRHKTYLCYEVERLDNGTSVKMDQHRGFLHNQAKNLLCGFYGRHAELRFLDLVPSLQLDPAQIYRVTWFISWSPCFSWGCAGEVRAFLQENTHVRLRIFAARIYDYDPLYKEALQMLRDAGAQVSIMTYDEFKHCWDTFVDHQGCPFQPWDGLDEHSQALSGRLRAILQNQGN
The depositor's hits bear a star; / = not tested or not shown; & = joins results of further samples. No enrichment for hits. About 5% of those tested had a hit in this group.

SMILES	mIAP inh	MPTP inh	hIAP block	A3G deaminase	mIAP activ	GRIN3A LBD mod	hIAP activ	MIN6 prolif	APOBEC3A inh
O=C(O)CN=C(NS(=O)(=O)c1ccc(Cl)cc1)c1ccc(F)cc1	1	-2.8	-4	-8	0.99	-1	1	-4	-3
O=C(Nc1cccc(Cl)c1N1CCOCC1)c1cccs1	8	0.4	-11	-6	0.92	1	1.1	2	2
COc1cc(/C=C2/OC(=O)c3cc([N+](=O)[O-])ccc32)cc(OC)c1OC	-3	1.5	11	-3	1	-3	0.89	-2	6
Cc1cccc(C)c1OCC(O)Cn1ccnc1C (stereo not given)	-4	0.2	2	-11	1	3	0.98	6	-7
CC(=O)C1=C(O)C(=O)N(c2ccc(Br)cc2)C1c1cccc([N+](=O)[O-])c1 (stereo not given)	-7	-1.7	5	-2	1.1	3	0.95	-1	-5
Cc1cc(S(=O)(=O)Nc2ccc(C(=O)NCC(c3ccccc3)N(C)C)cc2)ccc1F (stereo not given)	0	0.4	-10	-2	1	1	1.1	-3	-4
CS(=O)(=O)Nc1nc2ccccc2[nH]1	-2	0.3	-28	0	1	1	1.3	1	-2
CC1CCCCN1C(=O)CSc1nc2ncccc2[nH]1 (stereo not given)	6	1.2	7	-6	0.94	1	0.93	7	-4
COc1cccc(CC(=O)Nc2ccc(-c3csc(C)n3)cc2)c1	-13	3.2	1	-10	1.1	0	0.99	-2	-2
CC(C)Cc1nc(N2CCN(C(=O)c3ccccc3)CC2)c(C#N)c2c1CCC2	-5	7.4	-16	-2	1.1	0	1.2	-6	-4
Cc1ccc(N2CC(C(=O)Nc3nnc(SCC(N)=O)s3)CC2=O)cc1C (stereo not given)	-8	-0.1	-17	-5	1.1	-1	1.2	-4	-1
CCc1ccccc1NC(=O)[C@@H]1CCC(=O)N1C1OC(=O)c2ccccc21 (stereo not given in full)	-6	-1.1	0	-5	1.1	1	1	0	-2
Cc1cccc(C)c1NC(=O)Nc1cccs1	4	1.3	-13	-2	0.95	2	1.1	1	-3
O=C1/C(=C\c2cccs2)Sc2ccc3ccccc3c21	24	2.8	31	-8	0.76	1	0.69	-3	20
Cc1cc(-c2ccc([N+](=O)[O-])cc2)nc2ccccc12	2	0.6	13	-6	0.98	-2	0.87	2	-3
COc1ccc(NC(=O)COc2ccc(C(=O)NCc3cccnc3)cc2OC)cc1	-2	-1.3	12	1	1	-3	0.88	2	1
COC(=O)c1cccnc1Oc1ccccc1	-5	3.4	-10	2	1.1	0	1.1	3	3
CCCOc1ccc2oc(=O)c3c(c2c1)CCCN3C(=O)CN1CCCC(C(=O)OCC)C1 (stereo not given)	2	-0.1	-5	-10	0.97	1	1	1	-6
NS(=O)(=O)c1ccc(S(=O)(=O)NCCc2ccccc2)cc1	4	1.1	2	-5	0.96	1	0.98	-3	2
Cc1cc(C)n(C(=O)CNC(=O)c2cccc(Br)c2)n1	3	-2.0	-11	-8	0.97	1	1.1	0	-3
COCCN(Cc1ccccc1)C(=O)c1cccc(S(=O)(=O)N2CCN(c3ccccc3)CC2)c1	0	2.2	-8	4	1	-3	1.1	-3	1
CSc1ccc(S(=O)(=O)N2c3ccccc3CC2C)cc1 (stereo not given)	5	0.9	-10	-5	0.95	2	1.1	-2	-6
CCN(CC)CCn1c2ccccc2c2n[nH]c(=S)nc21	9	-0.4	-40	58*	0.91	-3	1.4	-4	-4
CCOc1ccc(NC(=O)N2CCC(C(N)=O)(N3CCCCC3)CC2)cc1	11	-0.5	1	-2	0.89	1	0.99	-1	-2
CCN(CC)CCNS(=O)(=O)c1ccc(/C=C/C(=O)O)cc1	5	-1.8	2	0	0.95	0	0.98	-2	1
O=C(CSc1nccc(=O)[nH]1)N1CCOCC1	1	0.1	10	-7	0.99	2	0.9	0	-2
COC(=O)c1cc2c([nH]c3ccccc32)c(C)n1	1	/	17	-2	0.99	/	0.83	0	0
COCCNC(=O)CSc1ccc(Cl)cc1	-9	-0.2	-9	-11	1.1	-1	1.1	-2	1
Cc1ccc(NC(=S)NC(NC(=O)Cc2cccc3ccccc23)C(Cl)(Cl)Cl)cc1 (stereo not given)	-26	56*	16	0	1.3	-2	0.84	-4	0
COc1ccc(OC)c(CNC(=O)C2CCN(C(=O)N(C)C)CC2)c1	-2	-0.4	11	-5	1	/	0.89	-3	-3
COc1ccccc1/C=C1\SC(=S)N(CCC(=O)NCCCN2CCOCC2)C1=O	10	-1.6	-22	-4	0.9	-1	1.2	-2	1
S=c1nc[nH]c2nc[nH]c12	21	-0.8&0.0	-23	-3&-9	0.86	-2&1	1.1	-3	-3&-3
CCOc1ccc(CN(C(=O)c2cc3ccccc3oc2=O)C2CC2)cc1	2	0.8	-21	-7	0.98	2	1.2	-1	-4
CC(C)P(=O)(c1cccc(C(=O)O)c1)C(C)C	-6	1.5	-14	-4	1.1	-10	1.1	0	-1
CCc1cc[n+](-c2nc3ccccc3nc2C(=C=[N-])C#N)cc1	6	-1.2	10	-6	0.94	1	0.9	1	-4
Cc1cc(C)c(NC(=O)CS(=O)CC(=O)N2CCN(c3cccc(C)c3C)CC2)c(C)c1 (stereo not given)	-2	-1.5	-11	-7	1	-3	1.1	-2	-5
Cc1cccc2cc(C(c3nnnn3Cc3ccccc3)N3CCN(C)CC3)c(=O)[nH]c12 (stereo not given)	-5	-0.4	0	3	1	2	1	0	1
CCOC(=O)N1CCN(C(=O)Nc2ccc3oc(C)nc3c2)CC1	0	0.5	-10	1	1	/	1.1	-3	0
CCOc1ccc(-n2c(SCC(=O)NCc3ccco3)nc3ccccc3c2=O)cc1	-1	0.0	2	-7	1	-2	0.98	-3	-2
O=C(OCC(=O)N1CCC(Cc2ccccc2)CC1)c1ccccc1O	-16	-2.7	-10	-2	1.2	0	1.1	-5	3

An excerpt from above, showing only hIAP activ and MPTP inh.
| SMILES | hIAP activ | MPTP inh |
| --- | --- | --- |
| CCN(CC)CCn1c2ccccc2c2n[nH]c(=S)nc21 | 1.4 | -0.4 |
| O=C(CSc1nccc(=O)[nH]1)N1CCOCC1 | 0.9 | 0.1 |
| CCOC(=O)N1CCN(C(=O)Nc2ccc3oc(C)nc3c2)CC1 | 1.1 | 0.5 |
| CSc1ccc(S(=O)(=O)N2c3ccccc3CC2C)cc1 (stereo not given) | 1.1 | 0.9 |
| COc1ccccc1/C=C1\SC(=S)N(CCC(=O)NCCCN2CCOCC2)C1=O | 1.2 | -1.6 |

Structural class, the compounds so far containing an aryl thioether with sulfur outside any ring.
SMILES	mIAP inh	MPTP inh	hIAP block	A3G deaminase	mIAP activ	GRIN3A LBD mod	hIAP activ	MIN6 prolif	APOBEC3A inh
CC1CCCCN1C(=O)CSc1nc2ncccc2[nH]1 (stereo not given)	6	1.2	7	-6	0.94	1	0.93	7	-4
Cc1ccc(N2CC(C(=O)Nc3nnc(SCC(N)=O)s3)CC2=O)cc1C (stereo not given)	-8	-0.1	-17	-5	1.1	-1	1.2	-4	-1
CSc1ccc(S(=O)(=O)N2c3ccccc3CC2C)cc1 (stereo not given)	5	0.9	-10	-5	0.95	2	1.1	-2	-6
O=C(CSc1nccc(=O)[nH]1)N1CCOCC1	1	0.1	10	-7	0.99	2	0.9	0	-2
COCCNC(=O)CSc1ccc(Cl)cc1	-9	-0.2	-9	-11	1.1	-1	1.1	-2	1
CCOc1ccc(-n2c(SCC(=O)NCc3ccco3)nc3ccccc3c2=O)cc1	-1	0.0	2	-7	1	-2	0.98	-3	-2

Following part.
SMILES	mIAP inh	MPTP inh	hIAP block	A3G deaminase	mIAP activ	GRIN3A LBD mod	hIAP activ	MIN6 prolif	APOBEC3A inh
Cc1onc(-c2ccccc2Cl)c1C(=O)NCc1ccccc1	5	-0.1	-2	1	0.95	2	1	0	3
CCS(=O)(=O)N1CCC(C(=O)OCC(=O)c2ccc(Br)cc2)CC1	-9	-2.9	-12	-7	1.1	1	1.1	0	-8
O=C(c1ccccc1)c1ccc(OCC(O)CN2CCN(Cc3ccccc3)CC2)cc1 (stereo not given)	-2	1.3	6	-2	1	0	0.94	-2	0
CN(C)S(=O)(=O)c1ccc(C(=O)NNC(=O)C2COc3ccccc3O2)cc1 (stereo not given)	6	-2.2	-22	-2	0.94	0	1.2	0	-5
Cc1cc(C)cc(N(CC(=O)N2CCC(C)CC2)S(=O)(=O)c2ccccc2)c1	11	3.1	-4	-5	0.89	1	1	1	-4
CCOC(=O)N1CCN(C(=O)CSc2ccc3nnc(-c4ccccn4)n3n2)CC1	4	1.3	8	-3	0.96	-1	0.92	-1	3
Nc1ccccc1-c1nnc(SCC(=O)Nc2ccccc2OC(F)F)[nH]c1=O	5	-1.3	2	-8	0.95	-9	0.98	0	-1
CCOc1ccc(NC(=O)NNC(=O)c2ccc3ccccc3c2O)cc1	5	3.4	-14	-2	0.95	0	1.1	-1	18
O=C(CCn1c(=O)oc2ccccc21)Nc1cccc([N+](=O)[O-])c1	8	-1.2	-16	-2	0.92	-1	1.2	3	-2
O=C(CSCc1ccccc1)NNc1c(F)c(F)cc(F)c1F	-9	0.9	11	8	1.1	-5	0.89	3	6
CC(=O)Nc1sc(C)c(C)c1C(=O)OCC(=O)NCc1ccc(Cl)cc1	-6	-0.7	12	-4	1.1	1	0.89	-2	-1
COC(=O)/C(C#N)=C/c1c(N2CCCCCC2)nc2c(C)cccn2c1=O	5	5.4	1	-5	0.95	0	0.99	1	-2
CCCCC/C=C/C1=CC(=O)C[C@H](c2ccc(OC)c(OC)c2)C1	-3	1.1	5	-3	1	0	0.95	-6	0
OC(c1ccccc1)(c1ccccc1)c1ncc[nH]1	6	-1.4	9	-2	0.94	-1	0.91	1	-3
O=C(O)c1ccc(-c2ccc(/C=c3/sc4nc5ccccc5n4c3=O)o2)cc1Cl	28	1.4	-3	82	0.71	8	1	-4	97
Cc1cc(C)c(C(=O)N(C)CC2CCCN(CCc3ccccc3F)C2)o1 (stereo not given)	-1	3.7	-7	-6	1	8	1.1	-3	2
